ROMK primary: ROMK potassium channel modulators, primary screen, cell-based, thallium flux, MLSMR library; AID 1918, 2009; B-score at 10 µM; 130,000 compounds, 2% hits; Tet-inducible ROMK, thallium flux fluorescence; actives lie on both sides; ATP-sensitive inward rectifier potassium channel 1 (Homo sapiens), P48048;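 active = signal ratio slope over the read window, or its plate-corrected B-score, at least 3 SD from the plate mean, either direction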;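 also: B-score of the F/F0 ratio slope over 7 to 12 s after thallium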
S1P3 antagonist: S1P3 receptor antagonists, primary screen, cell-based. CHO S1P3 NFAT-BLA reporter, FRET fluorescence, antagonist mode. inhibition, % at 4.98 µM. 170,000 compounds, 0.27% hits. Sphingosine 1-phosphate receptor 3 (Homo sapiens), Q99500;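 active = inhibition above the plate cutoff, the mean inhibition of test wells on that plate plus 3 SD, cut at about 28% in these data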;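 also: cells challenged with S1P at its EC80 of 0.8 µM; blue over green emission ratio from cleaved BLA substrate after 4 h stimulation; 0% = S1P-stimulated wells and 100% = unstimulated DMSO-only wells; some compounds past the cut are filed as inactive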
SRC2 TRFRET art: TR-FRET signal artefacts, primary screen, artefact control for PPARgamma SRC-2 agonist project, biochemical | 200,000 compounds, 0.4% hits | TR-FRET artefact counter-screen; active compounds read high | TR-FRET ratio at 8 µM | AID 1049, 2008; in the data active = TR-FRET ratio above about 2000; also: inactives centre near 1500
PPARg SRC-2 ag: agonists of PPARg-SRC-2 recruitment, primary screen, biochemical, HTS; PPARgamma LBD-SRC-2 recruitment; activation, % at 8 µM; 200,000 compounds, 0.34% hits; AID 1032, 2008; in the data active = activation above about 22%;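 also: 0% = vehicle and 100% = reference agonist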
TLR4 MyD88 comp: inhibitors of TLR4-MyD88 association in cells, primary screen, cell-based, HeLa CL3-4, BLA complementation, FRET ratio. Toll-like receptor 4 (Homo sapiens) + Myeloid differentiation primary response protein …. HeLa CL3-4 TLR4/MyD88 BLA complementation. inhibition, % at 8.4 µM. 200,000 compounds, 0.18% hits. AID 861, 2007; in the data active = inhibition above about 25%;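 also: 0% = vehicle and 100% = reference inhibitor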
Target sequence (O00206 whole entry, looked up): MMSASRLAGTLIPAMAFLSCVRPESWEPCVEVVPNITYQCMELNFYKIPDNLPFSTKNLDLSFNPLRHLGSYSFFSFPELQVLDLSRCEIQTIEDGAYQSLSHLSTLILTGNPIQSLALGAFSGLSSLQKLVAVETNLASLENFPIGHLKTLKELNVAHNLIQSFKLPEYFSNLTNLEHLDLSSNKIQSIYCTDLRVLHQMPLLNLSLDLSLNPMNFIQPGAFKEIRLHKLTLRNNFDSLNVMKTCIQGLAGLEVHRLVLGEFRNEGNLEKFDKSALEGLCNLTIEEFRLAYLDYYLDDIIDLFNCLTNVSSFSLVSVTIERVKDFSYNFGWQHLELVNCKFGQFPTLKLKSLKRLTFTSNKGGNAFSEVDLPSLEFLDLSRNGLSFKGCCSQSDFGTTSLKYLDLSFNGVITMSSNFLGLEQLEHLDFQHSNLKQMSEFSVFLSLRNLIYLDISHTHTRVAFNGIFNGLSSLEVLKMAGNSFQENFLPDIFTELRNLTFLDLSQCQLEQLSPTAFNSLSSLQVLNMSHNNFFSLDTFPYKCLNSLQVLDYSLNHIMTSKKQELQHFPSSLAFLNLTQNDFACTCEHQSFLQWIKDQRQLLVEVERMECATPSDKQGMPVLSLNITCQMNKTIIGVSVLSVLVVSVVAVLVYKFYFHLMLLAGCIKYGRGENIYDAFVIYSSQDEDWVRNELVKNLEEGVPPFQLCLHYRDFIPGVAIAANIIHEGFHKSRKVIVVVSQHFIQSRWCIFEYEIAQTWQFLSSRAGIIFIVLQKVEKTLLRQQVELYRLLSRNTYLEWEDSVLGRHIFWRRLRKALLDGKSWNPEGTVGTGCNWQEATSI
Target sequence (Q99836 whole entry, looked up): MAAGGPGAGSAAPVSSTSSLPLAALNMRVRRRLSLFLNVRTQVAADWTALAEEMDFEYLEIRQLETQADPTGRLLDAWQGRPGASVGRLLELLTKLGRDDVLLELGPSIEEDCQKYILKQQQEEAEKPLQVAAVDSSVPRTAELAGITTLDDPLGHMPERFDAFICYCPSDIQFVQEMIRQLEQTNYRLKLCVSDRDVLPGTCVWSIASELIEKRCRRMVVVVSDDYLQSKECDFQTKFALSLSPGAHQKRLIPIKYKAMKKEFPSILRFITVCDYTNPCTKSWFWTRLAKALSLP
STAT3 inh: IL-6 driven STAT3 reporter inhibitors, primary screen, U3A cells, luciferase, luminescence, MLSCN library; IL-6 STAT3-luciferase reporter; host cell line lacks STAT1; inhibition, % at 5.5 µM; 190,000 compounds, 0.89% hits; AID 862, 2007;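 active = inhibition above the mean inhibition across all screened compounds plus 3 SD, cut at about 44% in these data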;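 also: 0% = DMSO only wells and 100% = 100 µM nifuroxazide control wells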
PPARg SRC-3 ag: PPARgamma agonists recruiting SRC-3 coactivator, primary screen, biochemical; Peroxisome proliferator-activated receptor gamma (Homo sapiens), P37231; activation, % at 8 µM; biochemical PPARgamma/SRC-3 coactivator recruitment assay; 200,000 compounds, 0.26% hits; in the data active = activation above about 23%;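 also: 0% = DMSO and 100% = reference agonist; some compounds past the cut are filed as inactive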
STAT3 act: IL-6 driven STAT3 reporter potentiators, primary screen, U3A cells, luciferase, luminescence, MLSCN library; IL-6 STAT3-luciferase reporter; 100% = signal with IL-6 EC80 alone; activation (% of control), % at 5.6 µM; 190,000 compounds, 0.91% hits; AID 871, 2007;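 active = activation above the screen-wide mean of compound activation plus 3 SD, cut at about 130% in these data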;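 also: 0% = background luminescence of wells with medium and substrate only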
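Material: human STAT1-deficient U3A cells with stable STAT3-luciferase reporter / Probe or stimulus: IL-6 stimulus at 33 ng/mL final / Schedule: 1 h compound pre-exposure, 6 h IL-6 stimulation, 37 °C / Technique: luminescence / Read-out basis: percent of IL-6-only median luminescence / Control set: IL-6-only high control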
STAT1 blocker: STAT1 signaling inhibitors, primary screen, cell-based, HTS, luciferase reporter; inhibition, % at 5.5 µM; NIH 3T3 STAT1-luciferase reporter, IFN-gamma, luminescence; 200,000 compounds, 0.35% hits;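 active = inhibition above a set limit, the mean inhibition across all tested compounds plus 3 SD, cut at about 34% in these data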;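 also: 0% = IFN-gamma with DMSO and 100% = IFN-gamma with 300 µM nifuroxazide; values of inactives mirror those of a sister screen read the other way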
RAM inhibit: inhibitors of the yeast RAM network, primary screen, dse1pr::URA3 reporter, 5-FOA selection; S. cerevisiae dse1pr::URA3 reporter, 5-FOA growth OD615, 2 d; analog-sensitive cbk1-as2 kinase mutant strain; inhibition, % at 50 µM; 190,000 compounds, 1.8% hits;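 active = inhibition above a set limit, 3 SD over mean compound inhibition, cut at about 8.4% in these data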;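 also: 0% = DMSO-only wells with no growth and 100% = 10 µM 1-NA-PP1 full growth; inhibition rescues growth on 5-FOA so higher OD means more RAM inhibition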
PPARg SRC-1 ag: PPARgamma agonists recruiting SRC-1 coactivator, primary screen, biochemical | Peroxisome proliferator-activated receptor gamma (Homo sapiens), P37231 | AID 631, 2007 | PPARgamma-SRC-1 coactivator recruitment biochemical assay | 200,000 compounds, 0.41% hits | activation, % at 8 µM; in the data active = activation above about 19%;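 also: 0% = DMSO and 100% = reference agonist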
* = called active by the depositor; . = no result given.

(1) CC12CC(c3ccccc3O1)N(C(=O)c1ccc(Br)o1)C(=O)N2c1ccccc1 (stereo unspecified)
(2) CCOC(=O)Nc1ccc2c(c1)N(C(=O)CCN1CCN3CCCC3C1)c1ccccc1CC2 (stereo unspecified)
(3) CCS(=O)(=O)N1CCCC(C(=O)NC2CCC(C)CC2)C1 (stereo unspecified)
(4) Cc1c(N2C(=O)CSC2=S)c(=O)n(-c2ccccc2)n1C
(5) Cc1noc(C)c1C(=O)Nc1c(F)cc(F)cc1Br
(6) Cc1sc(NC(=O)CSc2nnc(C(C)C)n2C)c(C#N)c1C
screen / no.	1	2	3	4	5	6
ROMK primary	-0.094	-0.73	0.27	0.21	.	.
S1P3 antagonist	.	-1	15	-3	-10	.
SRC2 TRFRET art	1513	1509	1578	1524	1535	1390
PPARg SRC-2 ag	-3	-2	5	3	-2	3
TLR4 MyD88 comp	6	-17	-6	17	-3	2
STAT3 inh	-8	2	1	21	-4	2
PPARg SRC-3 ag	-2	-1	1	-5	1	1
STAT3 act	112	99	106	91	107	101
STAT1 blocker	7	3	1	-3	-7	6
RAM inhibit	6.1	0.0	1.3	1.7	0.2	-1.5
PPARg SRC-1 ag	-8	5	5	-3	-1	7

Grouped by structure, the compounds so far containing bromine
(1) CC12CC(c3ccccc3O1)N(C(=O)c1ccc(Br)o1)C(=O)N2c1ccccc1 (stereo unspecified)
(5) Cc1noc(C)c1C(=O)Nc1c(F)cc(F)cc1Br
screen / no.	1	5
ROMK primary	-0.094	.
S1P3 antagonist	.	-10
SRC2 TRFRET art	1513	1535
PPARg SRC-2 ag	-3	-2
TLR4 MyD88 comp	6	-3
STAT3 inh	-8	-4
PPARg SRC-3 ag	-2	1
STAT3 act	112	107
STAT1 blocker	7	-7
RAM inhibit	6.1	0.2
PPARg SRC-1 ag	-8	-1

Next part.
(7) COc1ccc(CNCc2cn(-c3cccc(F)c3)nc2-c2ccc(C)o2)cc1
(8) COc1ccc(Cn2c(=O)sc3ccccc32)cc1OC
(9) O=C(NNC(=S)NCc1ccco1)c1cccs1
(10) Cc1ccc(C)c(Cn2c(=O)n(CCC(=O)NCc3ccco3)c(=O)c3sccc32)c1
(11) Cc1cccc(-c2nsc(SCC(=O)N3CCCC3)n2)c1
(12) O=C(CCCn1c(=S)[nH]c2cc3c(cc2c1=O)OCO3)NCc1ccco1
screen / no.	7	8	9	10	11	12
ROMK primary	-0.56	.	.	.	.	-0.85
S1P3 antagonist	-2	17	-8	1	10	6
SRC2 TRFRET art	1656	1625	1502	1427	1588	1684
PPARg SRC-2 ag	6	2	-1	-4	0	-2
TLR4 MyD88 comp	-5	-3	7	-7	4	-6
STAT3 inh	1	52*	0	2	31	-2
PPARg SRC-3 ag	3	2	-6	-13	9	-1
STAT3 act	103	61	95	101	76	102
STAT1 blocker	-8	25	15	5	-37	8
RAM inhibit	1.1	0.1	0.2	1.4	2.8	3.1
PPARg SRC-1 ag	6	4	-1	2	0	0

(13) CC1(C)Cc2ccccc2-c2nnc(C(F)(F)F)n21
(14) c1ccc(-n2nnnc2Sc2ncnc3sc4c(c23)CCCC4)cc1
(15) C=CCc1ccccc1OCC(O)CN1CCN(c2ccccc2OC)CC1 (stereo unspecified)
(16) COCc1c(Br)c(C)nc(OCC(=O)N/N=C/c2ccco2)c1C#N
(17) COc1ccc(NC(=O)c2cccnc2N2CCOCC2)cc1
(18) C=CCn1c(-c2cccn(Cc3ccccc3)c2=O)n[nH]c1=S
screen / no.	13	14	15	16	17	18
ROMK primary	-0.69	-0.0046	.	0.22	-0.13	.
S1P3 antagonist	13	-12	.	4	-21	.
SRC2 TRFRET art	1548	1552	1556	1622	1512	1619
PPARg SRC-2 ag	-1	-6	-4	0	4	3
TLR4 MyD88 comp	-26	0	-5	-13	16	-7
STAT3 inh	20	12	12	14	7	3
PPARg SRC-3 ag	-4	2	8	3	1	-4
STAT3 act	84	90	93	97	100	106
STAT1 blocker	-5	5	3	0	5	-1
RAM inhibit	0.1	1.8	-0.4	5.1	-0.2	-0.6
PPARg SRC-1 ag	-1	-6	-4	2	3	-1

(19) O=C1COc2ccc(N3C(=O)c4ccccc4C3=O)cc2N1
(20) Cc1cc2ncn(-c3ncnc4scc(-c5ccccc5)c34)c2cc1C
(21) O=C(CS(=O)CC(=O)N(c1ccccc1)C(C(=O)NC1CCCCC1)c1ccco1)Nc1ccc(F)cc1 (stereo unspecified)
(22) O=C(NCC1CCCO1)c1cc2n(n1)C(C(F)(F)F)CC(c1ccc(Br)cc1)N2 (stereo unspecified)
(23) Cc1cccc(N2C(=O)CSC2c2cccnc2)c1 (stereo unspecified)
(24) Fc1ccc(-c2cc(C(F)(F)F)nc(N3CCCCC3)n2)cc1
screen / no.	19	20	21	22	23	24
ROMK primary	0.17	.	-0.38	-2.4	0.59	-1.1
S1P3 antagonist	8	.	-17	0	.	.
SRC2 TRFRET art	1800	1491	1620	1379	1435	1679
PPARg SRC-2 ag	0	6	1	-5	1	3
TLR4 MyD88 comp	14	2	1	4	-8	-8
STAT3 inh	7	-2	0	4	-4	-4
PPARg SRC-3 ag	2	-6	4	-8	-6	-8
STAT3 act	98	102	98	100	109	108
STAT1 blocker	-6	3	-2	2	-11	4
RAM inhibit	3.8	0.8	4.0	2.5	1.8	2.4
PPARg SRC-1 ag	-6	6	-5	-5	-3	9

(25) O=C(NCc1ccccn1)c1ccc(Cn2c(=S)[nH]c3ccc(Br)cc3c2=O)cc1
(26) CN1CCN(Cc2nc3ccccc3c(=O)n2CC#N)CC1
(27) CC(=O)Nc1ccc(C(=O)OCC(=O)NC(=O)NC2CCCCC2)cc1
(28) COC(=O)C1CCN(c2nc3ccccc3nc2C(C#N)C(=O)NCCc2ccccc2)CC1 (stereo unspecified)
(29) Cc1ccc(C(=O)Nc2ccc(C)c(S(=O)(=O)Nc3ccccc3Cl)c2)s1
(30) CCC(C)(C(=O)NC1CCCCC1)N(C(=O)CNC(C)=O)c1c(C)n(C)n(-c2ccccc2)c1=O (stereo unspecified)
screen / no.	25	26	27	28	29	30
ROMK primary	0.06	0.065	.	-1.9	.	.
S1P3 antagonist	-7	-15	-16	.	5	.
SRC2 TRFRET art	1630	1588	1534	1501	1430	1507
PPARg SRC-2 ag	2	8	2	-3	-8	2
TLR4 MyD88 comp	1	-12	-12	21	14	-16
STAT3 inh	-13	6	5	-7	1	-2
PPARg SRC-3 ag	6	1	-5	10	3	-2
STAT3 act	113	97	104	112	101	106
STAT1 blocker	2	1	-15	5	1	-4
RAM inhibit	4.1	1.2	4.5	2.7	3.7	0.0
PPARg SRC-1 ag	9	1	6	4	2	-2

(31) CCOc1ccc(NC(=O)C(C)Oc2ccccc2C(=O)Nc2cccc(Cl)c2Cl)cc1 (stereo unspecified)
(32) CCCn1c(SCC(=O)Nc2ccccc2-c2ccccc2)nnc1-c1ccoc1C
(33) CCOC(=O)c1cn2nc(-c3ccc(OC)cc3)cc2nc1C1CCN(C(=O)OC(C)(C)C)CC1
(34) COc1ccc(/C=C/C(=O)NC2=NCCS2)cc1OC
(35) Cc1ccc(-c2cc(C(=O)Nc3ccc4c(c3)OCCO4)c3ccccc3n2)cc1
(36) CC(=O)OCCNc1nc(-c2ccccc2)nc2ccccc12
screen / no.	31	32	33	34	35	36
ROMK primary	.	-1.9	.	1	.	-0.31
S1P3 antagonist	.	-8	.	-8	.	-23
SRC2 TRFRET art	1755	1498	1507	1577	1549	1570
PPARg SRC-2 ag	11	1	-6	-2	-1	2
TLR4 MyD88 comp	2	-6	-5	-5	-2	2
STAT3 inh	-22	-8	-5	0	7	8
PPARg SRC-3 ag	17	-2	-3	-4	2	3
STAT3 act	129	112	108	102	102	96
STAT1 blocker	7	2	16	-35	-20	12
RAM inhibit	1.2	0.3	8.3	1.6	6.2	1.6
PPARg SRC-1 ag	-3	0	3	2	0	3

Taken from above:
PPARg SRC-3 ag result of no. 36 stands at 3
S1P3 antagonist result of no. 32 stands at -8
STAT3 inh result of no. 31 stands at -22
SRC2 TRFRET art result of no. 35 stands at 1549

Next entries follow.
(37) CCOC(=O)CSc1nc(C)c(C(=O)OCC)s1
(38) Cn1cc(CN2CCc3sccc3C2)c(-c2ccccc2F)n1
(39) CCC1C(C#N)=C(N)OC2=C1C(=O)CC(C)(C)C2 (stereo unspecified)
(40) Cc1cccc(C(=O)N/N=C2/SCC(=O)N2Cc2ccccc2)c1
screen / no.	37	38	39	40
ROMK primary	-0.11	.	0.026	.
S1P3 antagonist	0	-2	-3	-19
SRC2 TRFRET art	1540	1471	1515	1603
PPARg SRC-2 ag	3	2	6	-2
TLR4 MyD88 comp	8	-12	3	4
STAT3 inh	5	6	2	-8
PPARg SRC-3 ag	4	3	-1	1
STAT3 act	98	99	101	110
STAT1 blocker	1	4	-5	-10
RAM inhibit	0.1	3.5	0.9	1.6
PPARg SRC-1 ag	1	6	6	-3

Reformatted: entries from further up.
cpd | SMILES | ROMK primary | S1P3 antagonist | SRC2 TRFRET art | PPARg SRC-2 ag | TLR4 MyD88 comp | STAT3 inh | PPARg SRC-3 ag | STAT3 act | STAT1 blocker | RAM inhibit | PPARg SRC-1 ag
40 | Cc1cccc(C(=O)N/N=C2/SCC(=O)N2Cc2ccccc2)c1 | . | -19 | 1603 | -2 | 4 | -8 | 1 | 110 | -10 | 1.6 | -3
39 | CCC1C(C#N)=C(N)OC2=C1C(=O)CC(C)(C)C2 (stereo unspecified) | 0.026 | -3 | 1515 | 6 | 3 | 2 | -1 | 101 | -5 | 0.9 | 6

Compound activity (PubChem BioAssay)
